Screening results as filed in PubChem BioAssay.
HEK293 NOD2/NF-kB: NOD2 signaling inhibitors, cell-based, luminescence, uHTS, HEK293 (AID 1566) | inhibition, % at 4 µM, or EC50 in µM where a hit was titrated | 290,000 compounds, 0.63% hits | HEK293 NOD2/NF-kB luciferase reporter, luminescence; higher % means a stronger effect; further: many of its hits are not listed in these tables
GPR35 arrestin U2OS: GPR35 antagonists blocking zaprinast-driven arrestin recruitment, primary screen, imaging, U2OS, beta-arrestin-GFP, zaprinast agonist (AID 2058). G-protein coupled receptor 35 (Homo sapiens). U2OS GPR35 beta-arrestin-GFP translocation imaging, zaprinast antagonism; higher % means a stronger effect. 290,000 compounds, 0.052% hits. inhibition, % at 10 µM; hits with a dose series show IC50 in µM;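 active means inhibition of at least 50% with at least 30 cells and total cytoplasm GFP at most 10,000,000; inconclusive means under 30 cells or total GFP of 10,000,000 plus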
KOR beta-arrestin-1: KOR antagonists, beta-arrestin recruitment, cell-based, luminescence, uHTS (AID 1778). Kappa-type opioid receptor (Homo sapiens). one-dose inhibition, % at 10 µM; IC50 in µM for titrated hits. KOR beta-arrestin recruitment, luminescence, antagonist mode; higher % means a stronger effect. 290,000 compounds, 0.091% hits; further: strong numbers were not always called active
NOD1 inhibition: NOD1 signaling inhibitors, primary screen, cell-based, luminescence, uHTS (AID 1578); NOD1-driven NF-kB luciferase reporter cells, luminescence; higher % means a stronger effect; one-dose inhibition, % at 4 µM; EC50 in µM for titrated hits; 290,000 compounds, 1% hits; in the data active means inhibition mostly above about 36%, no sharp cut-off; inactive means mostly below about 34%;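 further: HEK-293T reporter cells stimulated with the NOD1 agonist gamma-tri-DAP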
Myeloid diff 2: induction of myeloid progenitor differentiation, primary screen, cell-based, flow cytometry, MLPCN library; ER-HoxA9 myeloid progenitors, lysozyme-GFP differentiation; 360,000 compounds, 1% hits; calls only at 10 µM;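 active means normalized GFP-positive differentiation at or above the plate's own cutoff, the solvent-only control mean plus 3 SD; inconclusive means no clear call, values can overlap the other calls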;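 further: cells exposed to compound for four days before flow analysis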
HIV peptide binding: inhibitors of HIV fusion peptide binding, primary screen, biochemical, uHTS, fluorescence dequenching (AID 1986); cell-free peptide binding, fluorescence dequenching, 30 min; higher % means a stronger effect; inhibition, % at 20 µM, or IC50 in µM where a hit was titrated; 290,000 compounds, 0.3% hits; in the data active means inhibition mostly above about 52%, no sharp cut-off; inactive means mostly below about 76%; further: some results filed as inactive read as strong as hits
GPR55 beta-arrestin: GPR55 agonists via beta-arrestin recruitment, primary screen, imaging, U2OS cells, beta-arrestin-GFP redistribution (AID 1961); U2OS GPR55 beta-arrestin-GFP redistribution imaging; higher % means a stronger effect; activation, % at 10 µM, or EC50 in µM where a hit was titrated; G-protein coupled receptor 55 (Homo sapiens); 290,000 compounds, 0.048% hits;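 active means activation above 40% with more than 50 cells counted in the well; inconclusive means wells holding fewer than 50 cells, flagged as toxic or sparse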;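 further: U2OS osteosarcoma cells stably expressing GPR55 and beta-arrestin-GFP; plate controls were DMSO negative control for no effect and LPI positive control for full effect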
GPR55 antagonists: GPR55 antagonists blocking LPI-driven arrestin recruitment, primary screen, imaging, U2OS, beta-arrestin-GFP, LPI agonist (AID 2013); 290,000 compounds, 0.13% hits; U2OS GPR55 beta-arrestin-GFP translocation imaging, LPI antagonism; higher % means a stronger effect; G-protein coupled receptor 55 (Homo sapiens); inhibition, % at 10 µM; hits with a dose series show IC50 in µM;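 active means spots per cell inhibited over 60%, with over 100 cells counted and total cytoplasm intensity under 500,000; inconclusive means wells with under 100 cells, flagged as likely toxic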;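 further: U2OS cells stably carrying GPR55 and arrestin-GFP stimulated by 5 µM LPI near EC80; imaged beta-arrestin-GFP aggregate spots per cell after agonist stimulation; plate controls were LPI-stimulated DMSO wells for no effect and DMSO wells without LPI for full effect; some results filed as inactive read as strong as hits; confirmed hits need IC50 under 10 µM and bright autofluorescent wells are also inconclusive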
KOR beta-arrestin-2: KOR agonists, beta-arrestin recruitment, primary screen, cell-based, luminescence, uHTS (AID 1777). KOR beta-arrestin recruitment, luminescence; higher % means a stronger effect. 280,000 compounds, 0.02% hits. Kappa-type opioid receptor (Homo sapiens). activation, % at 10 µM, or EC50 in µM where a hit was titrated; in the data active means activation above about 50%, passing the limit was not always enough; further: a part of the inactive calls stands beside numbers as strong as those of hits
Myeloid diff 2 GFP+ MAC1+ %: recorded beside Myeloid diff 2, whose call it bears; GFP+ MAC1+ double positive, %; measured here: differentiation confirmed by MAC1 staining
* hit, by the source's call; i = inactive; ? = inconclusive; . = not tested or not shown; [ ] = another dose, or the depositor's remark. Unless noted, no stated cut-off is given here; in the data, active means inhibition above about 50%; inactive means the rest.

SMILES | HEK293 NOD2/NF-kB | GPR35 arrestin U2OS | KOR beta-arrestin-1 | NOD1 inhibition | Myeloid diff 2 | Myeloid diff 2 GFP+ MAC1+ % | HIV peptide binding | GPR55 beta-arrestin | GPR55 antagonists | KOR beta-arrestin-2
Nc1ccccc1-c1n[nH]c(=S)s1 | -7% | -4% | 9% | -42% | i | 0.4 | -0.9% | -0.3% | 18% | -0.8%
COc1ccc(/C=C/C(=O)O)cc1COc1cccc(C)c1 | 25% | 8% | 0% | -26% | i | 0.3 | -0.9% | 0.1% | -7% | 0.4%
CCCCc1c(O)nc(SCC(=O)NCC2CCCO2)[nH]c1=O (centres undefined) | 9% | -1% | 26% | 7% | i | 1.3 | -1.1% | 0.1% | -2% | -4.0%
COCC(C)NS(=O)(=O)c1ccccc1 (centres undefined) | 8% | 5% | -75%[20 µM] | -23% | i | 0.2 | -0.7% | 0.2% | 14% | -0.4%
O=C(NC1CCCCC1)C(c1cc2c(cc1[N+](=O)[O-])OCO2)N1CCCCC1 (centres undefined) | 8% | 12% | -44% | -20% | . | . | 15% | -0.2% | -7% | 2.6%
COc1ccc(S(=O)(=O)Nc2ccc(C(F)(F)F)cc2)cc1OC | 5% | -4% | 20% | -12% | i | 0.6 | -0.6% | -0.1% | -4% | -2.1%
[N-]=[N+]=NCC/C=C\C1NS(=O)(=O)OCC1O (centres undefined) | 4% | 8% | -23%[20 µM] | -31% | i | 1.1 | -1.0% | -0.1% | 10% | -1.3%
Cn1c(=O)c2c(nc(N3CCCCC3)n2CCNC2=NCCC2)n(C)c1=O | 16% | -4% | . | -10% | i | 1.1 | -1.4% | -0.1% | 3% | .
CC(=O)N1C(=O)/C(=C2\SC(=S)N(NC(=O)c3ccc(O)cc3)C2=O)c2ccccc21 | 8% | -18% | -18% | -38% | i | 0.0 | -0.6% | -0.3% | 15% | 1.2%
CN(C)CCNC(=O)CN1C(=O)CSc2ccc(S(=O)(=O)N3CCCCC3)cc21 | 20% | 10% | -11% | -7% | i | 3.4 | -0.5% | -0.1% | 0% | -5.4%
CC(NC(=O)CSc1nc2ccccc2n1C)c1ccccc1 (centres undefined) | 3% | 11% | 0% | -30% | i | 3.3 | 3.5% | 0.2% | 13% | -2.0%
O=C(CNC(=O)c1ccc(Cl)cc1)Nc1ccccc1C(F)(F)F | 11% | -1% | 5% | -42% | i | 0.4 | -1.4% | -0.1% | -7% | 1.7%
O=c1c2[nH]c3ccc(F)cc3c2ncn1CCCN1CCOCC1 | 1% | -1% | 11% | 2% | i | 1.2 | 0.1% | -0.2% | 5% | -11%
CCCc1cc(=O)[nH]c(SCC(=O)c2cc(C)n(C)c2C)n1 | 17% | -5% | 4% | -11% | i | 2.0 | -2.8% | -0.1% | -14% | 25%
COc1ccccc1-n1c(SCC(=O)Nc2cccc(C(=O)O)c2)nnc1-c1ccccc1O | -3% | -1% | -47%[20 µM] | -30% | i | 0.7 | 11% | -0.1% | 8% | -4.3%
COc1cccc(NC(=O)CN2C(=O)c3cccnc3Oc3ccc(Cl)cc32)c1 | 26% | 6% | 12%[20 µM] | 2% | i | 2.0 | -0.8% | -0.3% | 7% | -3.7%
COc1ccc(-n2nc3c(N)n[nH]c3cc2=O)cc1 | 3% | -5% | -30%[20 µM] | -9% | i | 0.6 | -0.7% | 0.2% | -4% | 3.2%
O=C(COc1ccc2c(c1)OCO2)Nc1ccc(Cl)cn1 | -140% | 3% | -8% | -85% | i | 2.4 | -1.1% | -0.2% | 35% | -2.7%
O=S(=O)(c1ccc(Cl)cc1)N1CCN(C(=S)Nc2ccc(F)c(Cl)c2)CC1 | -2% | 13% | -13% | -9% | i | 0.4 | -0.7% | -0.1% | 7% | -2.4%
COc1ccc(OCc2nnc3n2N=C(c2ccc(C)cc2)CS3)cc1 | 20% | -12% | -8% | 4% | i | 1.8 | 3.1% | 0.3% | -2% | -4.6%
O=C(NC1CCCN(Cc2ccc(Cl)cc2)C1)c1ccnc(Cl)c1 (centres undefined) | -8% | -4% | 0%[20 µM] | -21% | i | 0.5 | 0.1% | 0.0% | -6% | 1.0%
O=C(Nc1ccc(C(=O)NC2CCCCC2)cc1)c1cccnc1 | -6% | -2% | -58%[20 µM] | -18% | i | 1.5 | -0.1% | 0.2% | -15% | -0.7%
CCCCNC(=S)N(C)/N=C/c1ccc(F)cc1 | 15% | -16% | -38% | 100%* | i | 0.3 | -1.7% | 0.2% | 2% | 8.1%
O=C(O)Cc1csc(-c2ccccc2)n1 | 6% | -7% | 11% | -19% | i | 0.1 | -0.4% | 0.2% | 4% | -0.2%
O=S(=O)(c1cc(Cl)ccc1Cl)N1CCNCC1 | 15% | 0% | -32% | 12% | i | 1.8 | -2.3% | 0.9% | 18% | 0.7%
CCOC(=O)c1c(C)[nH]c(C(=O)N/N=C/c2ccc(OC)c(OC)c2)c1C | -19% | -1% | 18% | -6% | ? | . | -0.5% | -0.2% | 2% | -0.2%
Cc1cc(=O)n2nc(N3CCC(C(=O)Nc4cccc(Cl)c4C)CC3)sc2n1 | 3% | -8% | -7% | -26% | i | 5.9 | -1.9% | 0.1% | 5% | -1.9%
CCN(Cc1ccccc1)S(=O)(=O)c1c(C)[nH]c(C)c1C(=O)N1CCCCC1 | 0% | 0% | -8% | -29% | i | 3.6 | -0.7% | 0.7% | 13% | -5.7%
COc1ccc(N(CC(=O)N2CCc3ccccc3C2)S(=O)(=O)c2c(C)nn(C)c2C)cc1 | 7% | 3% | 9% | -7% | i | 7.3 | 0.3% | -0.2% | -8% | 10%
COc1ccc(C(=O)CSc2nnc(CN3CCCCC3)n2-c2ccc(F)cc2)cc1OC | 25% | 2% | -26% | -32% | i | 0.5 | 2.6% | 1.4% | 5% | 0.0%
C=CCn1c(=O)c2ccccc2n2c(SCC(=O)NC)nnc12 | -3% | 1% | -34% | -11% | i | 0.4 | -0.6% | 0.0% | 7% | 1.6%
COc1ccc(C(=O)O/N=C(\N)c2ccccc2)cc1 | -65% | -1% | 24% | 4% | i | 1.2 | -0.7% | 0.0% | 8% | -2.4%
Cc1noc(C)c1S(=O)(=O)Nc1ccc(C(=O)N2CCN(c3ccc(Cl)cc3)CC2)cc1 | 18% | 6% | -6% | 9% | i | 0.6 | -0.8% | 0.6% | 10% | -4.0%
Cc1nn(-c2ccccc2)c2sc(C(=O)O)cc12 | -6% | 10% | -71% | 0% | i | 3.3 | 5.0% | 0.0% | 10% | -6.8%
CC(C)CSc1nnc2[nH]c(=O)cc(N)n12 | 20% | 8% | 12% | -14% | i | 1.1 | -1.8% | -0.2% | 16% | 5.2%
O=C(Nc1ccc(O)cc1C(=O)O)c1cccc(Br)c1 | -4% | -11% | -4% | -8% | i | 0.4 | 11% | 0.3% | 3% | 2.9%
Cc1nc2ccccn2c1C(=O)NNC(=O)Nc1ccccc1 | 18% | -5% | 12% | -6% | i | 0.6 | 0.4% | -0.1% | 8% | -0.5%
N#Cc1cnn2c1nc(N1CCCCC1)c1ccccc12 | -28% | 10% | -34% | 42% | i | 2.4 | -1.2% | -0.1% | -8% | 3.8%
COc1ccc(Cl)cc1NC(=O)CSc1nc(C)cc(C)n1 | 17% | 0% | -23%[20 µM] | -30% | i | 0.8 | -0.1% | -0.1% | 2% | .
CCN(CC)S(=O)(=O)c1ccc(NS(=O)(=O)c2ccc(O)c([N+](=O)[O-])c2)cc1 | 4% | -10% | -1% | -27% | i | 0.9 | 12% | -0.2% | 4% | 5.2%
O=CN1CCN(C(=S)NC(=O)c2ccc(Cl)cc2)CC1 | -1% | -13% | -2% | -13% | i | 0.5 | 0.4% | 0.0% | 2% | -2.2%
COC(=O)CCC(=O)OC1(C)C(=O)C=C2C=C(C3CC3)N(Cc3ccc(OC)cc3)C=C2C1=O (centres undefined) | 13% | 15% | 2% | 0% | i | 1.3 | 9.8% | -0.1% | 0% | -2.1%
CCCCCCOc1ccc(N2C(=O)CC(NCCc3ccc(S(N)(=O)=O)cc3)C2=O)cc1 (centres undefined) | 20% | 10% | 27% | 12% | i | 1.2 | 1.2% | -0.1% | 2% | 1.5%
CC(C)(C)S(=O)(=O)/C(C#N)=N/Nc1ccc(S(N)(=O)=O)cc1 | 5% | 9% | -10% | -30% | i | 0.6 | -1.8% | 0.7% | -4% | -3.5%
OC(COc1ccc(OCc2ccccc2)cc1)CN1CCCCC1 (centres undefined) | -28% | -2% | 32% | -30% | i | 4.9 | -1.6% | -0.1% | 10% | -3.4%
O=C(NCCCn1ccnc1)C(=O)NCC(c1cccnc1)N1CCN(c2ccc(F)cc2)CC1 (centres undefined) | 2% | -10% | 10% | 30% | i | 3.4 | -3.2% | -0.3% | 1% | 0.8%
CCOC(=O)c1cc2oc(C)cc2n1CC(=O)OC1CCCCC1 | 1% | -19% | -26% | . | i | 11 | 1.0% | 0.8% | 8% | 3.3%
CCCC(=O)NC(=S)Nc1ccccc1C(=O)OC | 4% | 2% | 0% | -25% | i | 0.7 | 2.6% | -0.1% | . | 0.9%
CSc1sc(C(=O)NC(=O)NCc2ccncc2)c(C)c1-c1ccon1 | 35% | 6% | 4% | 15% | i | 0.5 | -0.5% | -0.1% | -1% | -1.3%
CCn1cc(C(=O)NCc2ccc3c(c2)OCO3)c2cc(OC)c(OC)cc2c1=O | 15% | -13% | -14% | -3% | i | 1.3 | -1.5% | 0.0% | 5% | 1.7%
O=C(Cc1cccs1)NNC(=S)NC(=O)c1ccccc1 | 13% | 5% | -10% | -5% | i | 0.5 | 0.1% | 0.2% | 0% | -0.2%
CSc1nnc(C)c(=O)n1COC(=O)c1ccc(S(=O)(=O)N2CCCC2)cc1 | 8% | -12% | -7% | 2% | i | 0.5 | -1.5% | -0.1% | -9% | 3.8%
C=CCn1c(SCC(=O)Nc2ccccc2-c2ccccc2)nc2cc(C(=O)O)ccc2c1=O | 2% | 15% | 30% | -19% | i | 0.5 | 3.8% | 0.1% | 1% | 1.1%

These rows are one share of the data. The share of hits here may be higher or lower than overall.
